Bioassay records (PubChem BioAssay)
K1F lysis inhibition = inhibition of K1F phage lysis, E. coli UTI89, bacterial capsule biogenesis inhibitors, alamar blue (AID 488966); one-dose inhibition, % at 100 µM; IC50 in µM for titrated hits; 0.02% of 340,000 active; E. coli UTI89 K1F phage lysis, alamar blue, 2 h; higher % means a stronger effect;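 active means phage lysis inhibition, versus mean bacterial control, above a set limit; inconclusive means no clear call, values can overlap the other calls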;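 further: capsule biogenesis inhibitors block K1F phage lysis so surviving cells raise fluorescence; higher fluorescence means more inhibition of phage lysis; actives were called in the ten point dose series up to 300 µM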
West Nile antiviral = West Nile virus antiviral activity, cell-based, CPE readout (AID 1621). CPE inhibition, % at 10 µM; hits with a dose series show IC50 in µM. West Nile virus-infected cells, CPE inhibition; higher % means a stronger effect. 0.02% of 290,000 active; in the data active means a potency from the dose series; inconclusive means CPE inhibition mostly from about 3.7% at the one dose, without a potency; inactive means the rest, 99 in 100 with CPE inhibition below about 2.2%; further: strong numbers were not always called active
WT yeast gro inh = growth inhibition of WT strain, primary screen, mitochondrial fusion inhibitor project, WT and mutant strains, chemical genetic; AID 1362, 2008; inhibition, % at 10 µM; 2.1% of 190,000 active; mitochondrial fusion phenotypic screen; in the data active means inhibition above about 58%; tested in S. cerevisiae
Dengue-2 NS5 capping = Dengue-2 NS5 methyltransferase inhibitors, primary screen, biochemical, confirmation dose response (AID 588689). inhibition, % at 25 µM, or IC50 in µM where a hit was titrated. 0.3% of 340,000 active. Dengue-2 NS5 methyltransferase capping enzyme assay, biochemical; higher % means a stronger effect. Genome polyprotein (Dengue virus type 2 (strain 16681-PDK53)); in the data active means a potency from the dose series; inconclusive means inhibition above about 29% without an active follow-up result
XIAP antagonists = XIAP antagonists, biochemical, IAP family, fluorescence polarization (AID 1018). 0.007% of 200,000 active. XIAP BIR domain, fluorescence polarization peptide displacement; higher % means a stronger effect. displacement, % at 20 µM, or IC50 in µM where a hit was titrated; in the data active means displacement above about 50%; further: a part of the inactive calls stands beside numbers as strong as those of hits
Yfh1-off respiration = enhancers of respiration in Yfh1-depleted yeast, dose response, Friedreich's ataxia, plus single-dose screen (AID 1465); S. cerevisiae Yfh1-off respiration, WST-1 reduction, 72 h; higher fold induction means a stronger effect; fold induction at 50 µM; hits with a dose series show EC50 in µM; 0.074% of 220,000 active;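 active means fold induction of absorbance versus untreated yeast above a set limit, then at least 30% activation at any dose in follow-up; inconclusive means repeats straddling the limit, or above it without dose testing; inactive means fold induction below the set limit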;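 further: activators that raise dye reduction in frataxin-depleted yeast; strong numbers were not always called active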
CSM14.1 death rescue = rescue of cells from ER stress-induced death, primary screen, 384-well, CSM14.1, thapsigargin, ATP luminescence (AID 1222); CSM14.1 thapsigargin-induced death rescue, ATP luminescence; higher % means a stronger effect; cellular ATP content (survival), % at 20 µM, or EC50 in µM where a hit was titrated; 190,000 tested, under 10 active;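 active means EC50 below 50 µM in the dose-response confirmation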;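 further: death triggered by thapsigargin at about 15 µM added after 2 h compound pretreatment; cell ATP read after overnight thapsigargin exposure of roughly 18 to 22 hours; normalized against plate controls of thapsigargin alone and 5% DMSO vehicle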
RSV CPE inhibition = RSV antiviral activity via CPE protection, HEp-2 cells, primary 10 µM value included (AID 2391). HEp-2 cells, RSV-induced CPE inhibition; higher % means a stronger effect. one-dose CPE inhibition, % at 10 µM; IC50 in µM for titrated hits. 0.13% of 310,000 active; in the data active means a potency from the dose series; inconclusive means CPE inhibition mostly from about 23% at the one dose, without a potency; inactive means the rest, 99 in 100 with CPE inhibition below about 21%; further: strong numbers were not always called active
SV40 large T antigen = SV40 large T antigen inhibitors, biochemical (AID 1903); SV40 large T antigen ATPase/helicase inhibition assay; higher % means a stronger effect; inhibition, % at 20 µM, or IC50 in µM where a hit was titrated; 0.39% of 310,000 active; in the data active means a potency from the dose series; inconclusive means inhibition mostly from about 32% at the one dose, without a potency; inactive means the rest, 99 in 100 with inhibition below about 32%; further: strong numbers were not always called active
WT yeast gro inh mutant strain = further read-out of WT yeast gro inh, marked with its call; inhibition, %; mitochondrial fusion phenotypic screen, mutant strain inhibition
Dengue-2 NS5 capping pilot replicate = further read-out of Dengue-2 NS5 capping, marked with its call; inhibition, %; measured here: pilot screen replicate inhibition
Active calls of the source: *; i = inactive; ? = inconclusive; . = no result given; [ ] = another dose, or the depositor's remark.

SMILES	K1F lysis inhibition	West Nile antiviral	WT yeast gro inh	WT yeast gro inh mutant strain	Dengue-2 NS5 capping	XIAP antagonists	Yfh1-off respiration	CSM14.1 death rescue	RSV CPE inhibition	SV40 large T antigen	others
COc1cc(/C=C/C(=O)N(Cc2ccccc2)c2ccccn2)cc(OC)c1OC	1.0%	0.2%	4	2	-5%	-5.2%	i	0.5%	1.2%	-8%
O=C(Nc1cc2c3c(c1)CC(=O)N3CCC2)C1CC1	1.1%[50 µM]	.	.	.	-6%	.	.	.	-1.4%	6%
O=C(COC(=O)c1nc(Cl)ccc1Cl)NNC(=O)c1cccs1	1.2%[50 µM]	.	.	.	-9%	.	.	.	-1.4%	24%
COC(C)(C)c1cc(C(C)(C)C)nc(N)n1	5.1%	0.1%	0	10	-7%	-1.9%	i	-1.3%	0.3%	3%
C=CCOc1ccccc1CN1CCC(Oc2cc(C(=O)NC3CC3)ccc2OC)CC1	-0.2%	-0.9%	.	.	-3%	.	.	.	-0.4%	7%
CC(C)Oc1ccc(N2CC(C(=O)Nc3ccccn3)CC2=O)cc1 (stereo unspecified)	-0.4%	0.2%	-22	-14	-9%	-2.0%	i	-1.1%	4.5%	.
c1ccc2cc(CNCc3cccc4ccccc34)ccc2c1	0.2%	?	.	.	7%	.	i	.	16%	4%
CN1/C(=C\C(=O)C[n+]2cccc(C(N)=O)c2)C(C)(C)c2ccccc21	0.1%	?	-4	-7	-5%	-8.4%	i	-1.1%	0.5%	0%
CCCOc1cc(CC(=O)NCc2ccco2)ccc1OC	0.0%	0.5%	-3	-3	6%	-3.6%	i	-2.2%	0.7%	5%
Cc1cn(C2OC(COC(=O)c3ccccc3)C(O)C2O)c(=O)[nH]c1=O (stereo unspecified)	0.5%	0.1%	1	3	0%	-2.5%	i	-2.4%	-0.2%	4%
Cc1cccc(C)c1NC(=O)CN(C)C(C)C(=O)Nc1ccccc1-c1ccccc1 (stereo unspecified)	-0.3%	-0.8%	-8	13	-5%	-4.6%	i	-0.8%	1.1%	-6%
O=C1NC(c2cc3c(cc2Cl)OCO3)Oc2ccccc21 (stereo unspecified)	0.4%	1.3%	-6	-2	-14%	-5.0%	i	1.6%	1.3%	21%
CCOC(=O)CC(=O)Nc1nnc(CC(C)C)s1	0.1%	0.4%	-14	0	-4%	-4.5%	i	-0.8%	1.5%	8%
Cc1c(C2C(C#N)=C(N)N(c3ccccc3C#N)C3=C2C(=O)CCC3)cnn1C (stereo unspecified)	0.8%[50 µM]	-0.1%	0	12	-1%	-13%	i	-1.9%	2.6%	7%
CCSc1nc2ccccc2n1Cc1cccc([N+](=O)[O-])c1	0.6%	-0.3%	13	-5	-2%	-3.3%	i	0.7%	-0.2%	4%
CCN1CCN(CC(=O)c2ccc(OC)cc2)CC1	-0.2%	0.6%	-18	10	-2%	-7.3%	i	-0.7%	-0.9%	7%
Cc1ccccc1CNC(=O)Cc1cccs1	-0.3%	-0.1%	3	6	19%	-6.0%	i	5.3%	1.5%	6%
Fc1ccccc1CSc1nnc(-c2cccnc2)o1	0.0%	-0.4%	6	2	-6%	-1.8%	i	-0.2%	1.7%	1%
C/C(=N\NS(=O)(=O)c1ccc(C(C)(C)C)cc1)c1ccccc1	-2.9%[50 µM]	-0.5%	.	.	-1%	.	.	.	7.2%	-15%
O=c1/c(=C/c2ccccn2)sc2nc3ccccc3n12	0.2%	.	0	-6	25%	15%	.	-2.5%	1.9%	10%
COc1ccc(OCCNC(=O)C(c2ccccc2)c2ccccc2)cc1	1.0%	-0.3%	4	-10	-1%	-7.4%	i	1.0%	0.2%	-3%
CC(C)C(c1nnnn1Cc1ccco1)N1CCN(c2nc3ccccc3s2)CC1 (stereo unspecified)	4.7%	-0.1%	23	0	-10%	1.5%	i	7.1%	1.7%	3%
COc1ccc(S(=O)(=O)c2c(O)c3ccc(C(=O)Nc4ccccc4)cc3[nH]c2=O)cc1	0.2%	0.5%	.	.	3%	.	.	.	-0.4%	5%
COc1ccc(S(=O)(=O)NC2(C(F)(F)F)NC(=O)N(CCc3ccc(OC)c(OC)c3)C2=O)cc1 (stereo unspecified)	1.3%	-0.1%	.	.	-4%	.	.	.	0.7%	3%
COc1ccc(OCCCC(=O)OCC(=O)Nc2c(C)nn(-c3ccccc3)c2C)cc1	1.5%[50 µM]	.	.	.	-5%	.	.	.	1.8%	25%
Cc1cc(=O)n2[nH]cc(-c3ccccc3)c2n1	-0.2%	-0.4%	.	.	-6%	.	.	.	1.2%	14%	Dengue-2 NS5 capping pilot replicate=-1.2
CC(Oc1cc2oc(=O)c3c(c2cc1Cl)CCC3)C(=O)NCCCn1ccnc1 (stereo unspecified)	0.0%	-0.8%	.	.	19%	.	.	.	-0.2%	5%
COc1ccc(NC(=O)C2C3C=CC4(CN(Cc5cccnc5)C(=O)C24)O3)c(OC)c1 (stereo unspecified)	2.0%	0.4%	7	17	-1%	-4.9%	i	-1.9%	0.8%	4%
COC(=O)C1=C(O)/C(=C\c2ccc(O)c(OC)c2)N=C1C	0.1%	-0.4%	28	-4	-21%	-4.9%	i	4.7%	0.5%	7.8µM*
COc1ccc(CN2CCN(CCC(C)C)C(CCO)C2)cc1Cn1cccn1 (stereo unspecified)	0.2%	-0.3%	-3	-11	-7%	-1.0%	i	0.1%	0.2%	1%
COc1ccc(N2CCN(c3nccs3)CC2)cc1	-0.5%	0.0%	.	.	-7%	.	.	.	5.7%	3%
Cc1cc(S(=O)(=O)Nc2ccc(F)cc2)c(C)s1	4.6%	-0.8%	4	-15	-2%	-5.1%	i	-1.2%	1.1%	-3%
O=[N+]([O-])c1ccc(N2CCCCC2)nc1	2.0%[50 µM]	.	.	.	-8%	.	.	.	-1.0%	2%
Cc1ccc(S(=O)(=O)N2CCN(C(=O)CSc3ncn[nH]3)CC2)c(C)c1	1.5%[50 µM]	.	.	.	-1%	.	.	.	8.5%	7%
COC(=O)c1ccccc1NC(=O)CC#N	0.7%	-0.1%	-20	-9	.	1.8%	i	0.7%	0.0%	18%
O=C(N/N=C\c1ccc(F)cc1)c1ccc(Cn2cc(Br)c([N+](=O)[O-])n2)o1	0.1%	-0.5%	-6	-4	1%	-6.6%	i	-3.2%	2.6%	4%
CCCn1nnnc1SCC(=O)N1CCCc2ccccc21	0.6%	-0.9%	-16	-11	-2%	-3.9%	i	-3.1%	3.4%	8%
COc1ccc(CNC(=O)Nc2cccc3ccccc23)cc1	1.6%	-1.3%	13	7	-5%	-1.9%	i	-0.7%	4.9%	16%
O=C(Cc1ccc(Cl)cc1)NCCc1cnc[nH]1	1.0%[50 µM]	0.0%	.	.	1%	.	.	.	1.5%	5%
C=CCNC(=S)NNC(=O)c1ccco1	-0.1%	1.3%	-12	-14	4%	7.0%	i	1.8%	1.2%	7%
Cc1ccc(Cc2nc(-c3cccc(C)c3)no2)cc1	-0.1%	-0.5%	-8	-8	-4%	2.1%	i	-3.3%	2.1%	5%
CCOc1ccc(C(=O)NCC(=O)NCCOc2ccc(C)cc2)cc1	0.7%[50 µM]	-0.5%	.	.	-1%	.	.	.	0.6%	0%
CCc1cc2c(cc3c(=O)n(CC(=O)N4CCN(c5ccccn5)CC4)nc(CC)n32)s1	-0.1%	-0.1%	-5	-1	-4%	-7.4%	i	-0.1%	1.7%	10%
O=[N+]([O-])c1ccc(N2CCCCC2)cn1	0.1%	0.1%	0	5	-1%	-2.4%	i	0.8%	5.0%	4%
O=C(Nc1ccc(F)c(F)c1)c1ccc(F)c(S(=O)(=O)N2CCOCC2)c1	.	.	-28	-1	.	-5.6%	.	-0.7%	4.9%	0%
Cc1cccc(C)c1OCC(=O)OC/C(O)=C(\C#N)c1nc2ccccc2[nH]1	0.2%[50 µM]	-1.4%	-10	-17	-6%	-4.4%	i	1.1%	0.5%	1%
N#CC(c1nc2ccccc2nc1N1CCOCC1)S(=O)(=O)c1ccccc1 (stereo unspecified)	-0.2%	0.8%	.	.	-3%	.	i	.	.	7%
CN1CCN(c2ccc(S(=O)(=O)Nc3ccccc3)cc2[N+](=O)[O-])CC1	8.7%	-1.1%	14	13	-1%	-23%	i	-0.5%	9.9%	1%
CCC(C)NS(=O)(=O)c1ccc(NC(=O)C2CCN(C(=O)c3ccco3)CC2)cc1 (stereo unspecified)	0.6%	0.3%	.	.	-6%	.	.	.	12%	11%
CCOc1ccc(CCNC(=O)COC(=O)CNS(=O)(=O)c2ccc(NC(C)=O)cc2)cc1OCC	0.7%[50 µM]	.	.	.	-13%	.	.	.	-1.3%	2%

Additional compounds follow.
SMILES	K1F lysis inhibition	West Nile antiviral	WT yeast gro inh	WT yeast gro inh mutant strain	Dengue-2 NS5 capping	XIAP antagonists	Yfh1-off respiration	CSM14.1 death rescue	RSV CPE inhibition	SV40 large T antigen	others
CCCc1c(C(=O)O)cnn1-c1ccc(Cl)cc1	-1.8%	0.2%	.	.	4%	.	i	.	1.4%	5%
Cc1cccc(C(=O)OCC(=O)NNC(=O)c2cccs2)c1O	1.6%[50 µM]	.	.	.	-4%	.	.	.	0.5%	12%
Cc1sc(NC(=O)CSc2nnc(-c3ccccc3)o2)c(C#N)c1C	0.7%	1.2%	-13	-75	5%	-2.9%	i	3.4%	-0.3%	18%
Cc1cc(C(=O)Cn2nc(C(=O)O)c3ccccc3c2=O)c(C)n1CCc1ccc(Cl)cc1	0.0%	-1.3%	22	10	2%	-3.9%	i	2.0%	18%	5%
Cc1ccnc(NC(=O)CCCNC(=O)c2ccc(Cl)cc2)c1	1.2%[50 µM]	.	.	.	6%	.	.	.	-1.2%	14%
COc1ccc(-n2c(=O)[nH]cc(C(=O)Nc3ccccc3)c2=O)cc1	1.7%	-0.2%	0	-4	5%	0.5%	i	.	6.2%	2%
O=C(NC(=S)NCc1ccccc1)c1ccc2c(c1)OCO2	3.1%	.	5	-6	-14%	-12%	.	-0.4%	3.5%	10%
COc1ccc(C(=O)COC(=O)CCC(=O)Nc2ccc(C(C)=O)cc2)cc1	-0.1%	0.2%	.	.	0%	.	.	.	-0.1%	-8%
Cc1cccc(-n2nnnc2-c2cnccc2C(F)(F)F)c1C	-1.5%	-0.5%	.	.	7%	.	i	.	4.3%	8%
Cc1ccnc(NS(=O)(=O)c2ccc(NC(=O)c3cc(=O)c4ccccc4o3)cc2)n1	-1.8%	0.8%	.	.	-3%	.	.	.	1.2%	0%
Cc1ccn2cc(-c3cccc(S(=O)(=O)N4CCCC4)c3)nc2c1	-0.1%	0.3%	.	.	-10%	.	.	.	4.5%	7%

Random draw from the library (roughly 2.2% active in at least one column).
